High-throughput results as filed in PubChem BioAssay.
aGlu spleen mod = lysosomal alpha-glucosidase (human) modulation | 240,000 compounds, 0.006% hits | P10253 | human spleen homogenate, 4-MU-alpha-glucoside fluorescence | AID 2112 | Potency, µM (doses to about 79.9 µM), without a hit: top-dose activity change, negative = inhibition, usual class: inhibitors;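 also: 0% = enzyme with vehicle and -100% = no enzyme basal signal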
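Enzyme source: human spleen homogenate, 1 ug/well. Buffer 50 mM citric acid/K phosphate pH 5.0, 0.01% Tween-20. 4-MU-alpha-glucoside 1 mM; 37 C x 40 min; NaOH/glycine stop; fluorescence.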
GAA glycogen = inhibitors or activators of human alpha-glucosidase glycogen cleavage; recombinant GAA, glycogen substrate, Amplex Red glucose oxidase fluorescence; 300,000 compounds, 0.38% hits; P10253; AID 2100; Potency, µM (titrated, usually from 76.4 µM), without a hit: at the top dose activity change, negative = inhibition, usual class: inhibitors;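 also: 0% = full enzyme reaction and -100% = no-enzyme basal signal; the screen sought inhibitors and activators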
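Recombinant enzyme (4 nM final) with compounds titrated up to 77 uM and bovine liver glycogen (30 ug) in citrate pH 5.0, 0.01% Tween-20, 37 C 40 min. Released glucose detected by Amplex Red/glucose oxidase (Ex 573/Em 610); AC50 from Hill fits.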
GAA inhib = blocks human lysosomal alpha-glucosidase. P10253. purified human GAA, 4-MU-alpha-glucoside fluorescence. Potency, µM (doses to about 76.9 µM), without a hit: at the highest dose activity change, negative = inhibition, most hits filed as inhibitors. 200,000 compounds, 0.005% hits;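 also: plate controls were uninhibited enzyme wells for no effect and no-enzyme background for full effect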
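Activity normalized between no-enzyme (basal) and enzyme-only wells. Conditions: 4 nM human enzyme, 400 uM fluorogenic substrate, citrate/phosphate pH 5.0 with Tween-20, 20 min room temperature, compounds up to 77 uM.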
SMN2 splice up = SMN2 splice variant enhancement. Potency, µM (highest dose often 46.1 µM), without a hit: at the highest dose activity change, positive = activation, usual class: activators. HEK293 SMN2-luciferase splicing reporter, luminescence, 30-36 h. 210,000 compounds, 2.8% hits; also: % of control where 0% means no effect; nearly all actives have a fitted effect of over 55% in size
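HEK293 cells carry an SMN2 […]–luciferase reporter in which exon 7 inclusion puts luciferase in frame. Cells were plated 10-12 h before compound addition, then incubated 30-36 h at 37C. ONE-Glo luminescence was read; sodium butyrate at 4.5 mM final served as control.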
GLA spleen mod = alpha-galactosidase A (human) modulation; Potency, µM (titrated, usually from 80 µM), for the others: at the highest dose activity change, negative = inhibition, most hits filed as inhibitors; 240,000 compounds, 0.008% hits; human spleen homogenate, 4MU-alpha-Gal fluorescence, 40 min; P06280;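 also: 0% = enzyme with vehicle and -100% = no enzyme basal signal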
Target sequence (P06280 32-429 limits assumed): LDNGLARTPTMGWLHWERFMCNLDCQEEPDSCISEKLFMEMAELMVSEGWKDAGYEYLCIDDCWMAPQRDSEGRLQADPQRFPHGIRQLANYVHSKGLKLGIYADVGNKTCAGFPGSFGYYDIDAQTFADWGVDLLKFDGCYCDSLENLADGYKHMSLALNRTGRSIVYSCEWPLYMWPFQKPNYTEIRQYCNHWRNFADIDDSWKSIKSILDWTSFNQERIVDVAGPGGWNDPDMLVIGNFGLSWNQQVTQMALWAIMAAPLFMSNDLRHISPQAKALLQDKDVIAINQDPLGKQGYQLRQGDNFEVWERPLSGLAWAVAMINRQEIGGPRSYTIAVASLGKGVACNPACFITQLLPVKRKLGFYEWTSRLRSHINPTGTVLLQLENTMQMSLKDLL
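Human spleen homogenate (1 ug) as enzyme source, 4-methylumbelliferyl-alpha-D-galactopyranoside 1 mM final, citrate/phosphate pH 5.0 with 0.01% Tween-20. Compounds 40 min at 37C, NaOH/glycine stop; fluorescence Ex 365/Em 440, Hill-fit AC50.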
KDM4E inh = JMJD2E (human) inhibition. B2RXH2. JMJD2E catalytic domain, FDH-coupled NADH fluorescence (FDH is formaldehyde dehydrogenase). Potency, µM (series often up to 57.1 µM), for the others: at the highest dose activity change, negative = inhibition, hits mostly inhibitors. 230,000 compounds, 1.6% hits. AID 2147; active = well fitted inhibition curve with a large enough effect, not every such curve was filed as active; inconclusive = small, poorly fitted or top-dose-only effect, or another doubt; inactive = no such curve, though single readings can be large or run the other way;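 also: 0% = wells with enzyme and -100% = buffer wells without enzyme; nearly all actives have a fitted effect of over 50% in size; many of its hits are not listed in these tables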
Target sequence (B2RXH2 1-337 limits assumed): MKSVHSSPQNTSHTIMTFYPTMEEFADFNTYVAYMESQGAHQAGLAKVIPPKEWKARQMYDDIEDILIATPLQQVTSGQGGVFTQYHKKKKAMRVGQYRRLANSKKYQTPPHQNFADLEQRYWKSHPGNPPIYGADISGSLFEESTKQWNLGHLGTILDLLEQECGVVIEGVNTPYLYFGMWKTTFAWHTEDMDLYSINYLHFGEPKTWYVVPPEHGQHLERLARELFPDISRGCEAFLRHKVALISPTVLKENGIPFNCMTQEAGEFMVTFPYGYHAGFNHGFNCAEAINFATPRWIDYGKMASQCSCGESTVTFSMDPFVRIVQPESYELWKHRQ
ALDH1A1 inh = inhibitors of human aldehyde dehydrogenase 1A1; Purified ALDH1A1, NADH fluorescence, propionaldehyde substrate; Potency, µM (series often up to 75.3 µM), without a hit: at the top dose activity, negative = inhibition, actives largely listed as inhibitors; 220,000 compounds, 7.3% hits; AID 1030; active = well fitted inhibition curve with a large enough effect, not every such curve was filed as active; inconclusive = small, poorly fitted or top-dose-only effect, or another doubt; inactive = no such curve, though single readings can be large or run the other way;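 also: plate controls were no enzyme wells and a reference inhibitor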
GoLoco inh red = inhibitors of human Gai1-RGS12 GoLoco interaction (red fluorophore). Gai1:RGS12 GoLoco peptide FP, rhodamine, 10 min. Potency, µM (top dose mostly 61.6 µM), inactives show top-dose activity, negative = inhibition, usual class: inhibitors. 230,000 compounds, 0.44% hits; active = well fitted inhibition curve with a large enough effect, not every such curve was filed as active; inactive = no such curve, though single readings can be large or run the other way; also: % is scaled to controls: 0 for no effect and ±100 for the full control effect; nearly all actives have a fitted effect of over 30% in size; many of its hits are not listed in these tables
Target sequence (P63096 whole entry, looked up): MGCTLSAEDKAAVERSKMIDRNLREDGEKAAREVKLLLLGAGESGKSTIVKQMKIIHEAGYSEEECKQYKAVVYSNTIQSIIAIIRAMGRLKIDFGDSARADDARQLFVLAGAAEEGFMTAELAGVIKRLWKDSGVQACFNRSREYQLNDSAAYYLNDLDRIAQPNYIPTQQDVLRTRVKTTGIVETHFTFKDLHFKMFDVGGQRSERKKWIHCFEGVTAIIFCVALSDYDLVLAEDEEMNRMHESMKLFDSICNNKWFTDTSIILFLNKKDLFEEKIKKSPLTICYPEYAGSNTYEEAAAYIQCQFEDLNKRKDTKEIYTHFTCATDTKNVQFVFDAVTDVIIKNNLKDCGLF
Starred values were filed as active, the others as inactive; ? = inconclusive; nt = not tested or not shown; [ ] = dose if it differs, or a comment. Unless noted, calls follow the shape of the dose curve; as a rule, active = well fitted curve in the direction sought with a large enough effect; inconclusive = small, poorly fitted or top-dose-only effect, or another doubt; inactive = no such curve, though single readings can be large; an effect the other way counts as inactive or inconclusive. Potency is read from the fitted curve at half-maximal effect. This is a subset; the hit share may differ from the screen's.

SMILES | aGlu spleen mod | GAA glycogen | GAA inhib | SMN2 splice up | GLA spleen mod | KDM4E inh | ALDH1A1 inh | GoLoco inh red
COc1ccc2[nH]c(=O)c(CN(C(=O)c3ccncc3)C(C)(C)C)cc2c1 | -15.0% | 8.0% | 4.0% | 1.9% | -21.6% | ? | -8.2% | 1.3%
CCOC(=O)c1c(NC(=O)c2nn(CC)cc2Br)c(C#N)cn1-c1ccccc1 | -8.5% | -6.1% | -13.8% | -25.5% | -4.9% | ? | ? | 1.4%
COc1ccc2nc(NC3=NC(c4ccccc4)CC(=O)N3)nc(C)c2c1 (configuration not stated) | -2.8% | 2.6% | -23.7% | 2.5%[1.84 µM] | -8.3% | ? | ? | -0.6%
CN(NS(C)(=O)=O)c1ncc(C(F)(F)F)cc1Cl | 3.1% | -7.4% | 1.9% | -4.9% | -4.0% | -21.6% | -0.6% | -10.2%
Cc1ccc(C(=O)CSc2nnc(-c3ccco3)n2C)cc1 | 1.6% | 15.1% | 5.4% | 4.5% | -1.3% | 5.1% | 5.3% | 4.3%
Cc1ccnn1CC(=O)N/N=C/c1cn[nH]c1-c1ccc(F)cc1 | -5.7% | 6.1% | nt | nt | -13.8% | -9.7% | nt | 8.4%
O=C(NNC(=O)C1C2CCC(C2)C1C(=O)O)c1ccc(Br)o1 (configuration not stated) | -2.7% | 7.0% | -1.6% | 3.9% | 0.9% | 0.0% | 12.2% | 7.7%
CCC(=O)Nc1cccc(C(=O)/C=C/c2ccc(F)cc2)c1 | 0.7% | -10.8% | -2.7% | -62.1%[inhibitor] | 8.6% | -7.9% | ? | 12.2%
CCOC(=O)c1sc2nc(CC(=O)OC)nc(N3CCN(c4ccccn4)CC3)c2c1C | -5.2% | -19.2% | -4.4% | -11.6% | -4.6% | ? | ? | 12.9%
COc1ccc(CCNC(=O)CSc2nc(N)c3c(C)c(C)oc3n2)cc1OC | -1.7% | 0.1% | -6.1% | ? | 0.8% | -0.2% | -1.9% | -0.2%
CCCCn1c(=O)c(CCC(=O)OCC(=O)NC(C)c2ccccc2)nc2ccccc21 (configuration not stated) | -16.5% | -15.1% | 14.5% | 4.6% | -4.6% | ? | ? | 12.7%
COc1ccc(/C=C/C2=NC(=C\N(C)C)/C(=O)O2)cc1 | -1.6% | 4.1% | 5.1% | 22.7% | 12.8% | ? | ? | 8.2%
O=C(Nc1cccc(C(F)(F)F)c1)c1ccc2nc(N3C(=O)CCC3=O)sc2c1 | -18.0% | -0.7% | -2.4% | 3.9% | 1.5% | ? | ? | 1.7%
O=C1COc2ccc(C(=O)COC(=O)C3CC(O)CN3S(=O)(=O)c3ccc(Cl)cc3)cc2N1 (configuration not stated) | 2.3% | 1.0% | 8.9% | 3.0% | -4.4% | 1.9% | 5.01µM* | 21.5%
Cc1nc(NC(=O)Nc2ccc(Cl)cc2)sc1C | nt | -3.6% | -0.9% | ? | 4.7% | 4.0% | 7.0% | 7.1%
O=C(c1ccccc1)c1nnc(-c2ccncc2)o1 | -6.6% | -4.1% | 8.3% | 5.1% | 9.8% | 2.2% | 5.1% | 3.2%
Cc1cc(N2CCN(C)CC2)nc2ccc(NC(=S)N3CCN(c4ccc(Cl)cc4)CC3)cc12 | 0.5% | -8.3% | ? | -1.3% | 7.3% | ? | ? | 1.9%
N/C(=N\OC(=O)Cc1ccccc1[N+](=O)[O-])c1cccnc1 | -0.5% | 3.2% | 13.5% | -7.5% | -3.5% | 8.0% | -6.0% | 11.0%
CC1CN(C(=O)N2CCCCC2)CCN1C(=O)N1CCCCC1 (configuration not stated) | -0.5% | 6.6% | 2.5% | nt | 1.6% | 6.2% | -9.2% | 9.4%
CC(C)(C)N/N=C/c1cc(Cl)cc([N+](=O)[O-])c1O | -3.8% | 2.7% | 8.2% | 6.5%[1.84 µM] | -4.0% | 7.6% | 7.9% | -23.5%
Cc1nn(CC(=O)Nc2ccccn2)c(C)c1[N+](=O)[O-] | 0.2% | 9.9% | -10.2% | 4.1% | -2.8% | 1.1% | -2.9% | 10.0%
Cc1cccc(NNC(=O)C2CCC2)c1 | -0.5% | 7.94µM* | nt | nt | 11.5% | -23.6% | nt | 7.9%
CCOC(=O)Cn1nc(C)n(-c2ccc(Br)cc2)c1=O | 2.6% | -8.7% | -16.1% | -16.9% | 2.4% | -3.7% | 5.1% | -3.7%
Cc1ccc(C(=O)Nc2ccc(S(=O)(=O)N3CCc4ccccc4C3)cc2)o1 | -15.4% | -10.6% | -2.6% | -54.4%[inhibitor] | -16.7% | -23.5% | ? | 9.2%
COc1ccccc1N1CCN(C(=O)/C=C/c2ccccc2)CC1 | -3.3% | 0.2% | -2.6% | 12.3% | 1.8% | -4.7% | 0.8% | 0.6%
CCN(CC)c1nc2n(c(=O)n1)CCN2CC | -7.0% | 1.6% | -6.4% | ? | -6.7% | 7.7% | -0.4% | -7.3%
Cn1c(CN2CCOCC2)nnc1SCc1ccccc1 | -7.6% | -0.7% | 0.7% | -17.1% | 0.7% | -0.5% | 0.6% | 8.5%
CC(C)OCCCNC(=O)NC(=O)c1ccc(Cl)cc1 | 2.5% | 29.1% | 3.0% | 7.1% | -3.4% | 8.2% | 10.9% | 2.7%
Cc1ccc(CCNC(=O)C23CN(Cc4ccccc4)CC2C(c2cccc([N+](=O)[O-])c2)=NO3)cc1 (configuration not stated) | 0.1% | -16.5% | 3.9% | -8.9% | 4.7% | 1.5% | ? | -14.2%
N#CCSc1nc2[nH]ncc2c(=O)n1-c1ccccc1Br | 3.0% | -6.3% | 10.7% | nt | -2.9% | 6.2% | ? | 14.0%
O=C(CSCc1nc2ccccc2[nH]1)Nc1ccc2ccccc2c1 | -0.8% | 3.2% | -5.7% | nt | 4.2% | ? | ? | nt
CCOc1ccc2nc(NC(=O)c3ccoc3C)sc2c1 | -1.8% | -0.8% | -8.1% | 2.51µM* | 1.5% | ? | ? | 1.7%
Cc1ccc(CNCC(=O)Nc2ccc(N3CCOCC3)cc2)cc1 | -3.4% | 2.2% | -6.2%[15.4 µM] | nt | -6.8% | ? | ? | 0.6%
O=C(Nc1ncn[nH]1)c1ccc(Cl)cc1Cl | 2.1% | 8.3% | 8.3% | 2.8% | -4.6% | 0.6% | -4.5% | -12.0%
CCOC(=O)C1CCN(S(=O)(=O)c2ccc(OC)c(OC)c2)CC1 | -2.8% | 3.7% | -12.1% | -9.2% | -2.5% | -1.1% | 2.5% | -4.0%
O=C(OCC(=O)N1CCN(C(=O)c2ccco2)CC1)c1cn(-c2ccccc2)nc1-c1ccccc1 | -4.9% | -8.3% | ? | -10.7% | -0.1% | -7.1% | 6.9% | 6.2%

5 consecutive compounds already listed, for reference:
SMILES | aGlu spleen mod | GAA glycogen | GAA inhib | SMN2 splice up | GLA spleen mod | KDM4E inh | ALDH1A1 inh | GoLoco inh red
CCOc1ccc2nc(NC(=O)c3ccoc3C)sc2c1 | -1.8% | -0.8% | -8.1% | 2.51µM* | 1.5% | ? | ? | 1.7%
Cc1ccc(CNCC(=O)Nc2ccc(N3CCOCC3)cc2)cc1 | -3.4% | 2.2% | -6.2%[15.4 µM] | nt | -6.8% | ? | ? | 0.6%
O=C(Nc1ncn[nH]1)c1ccc(Cl)cc1Cl | 2.1% | 8.3% | 8.3% | 2.8% | -4.6% | 0.6% | -4.5% | -12.0%
CCOC(=O)C1CCN(S(=O)(=O)c2ccc(OC)c(OC)c2)CC1 | -2.8% | 3.7% | -12.1% | -9.2% | -2.5% | -1.1% | 2.5% | -4.0%
O=C(OCC(=O)N1CCN(C(=O)c2ccco2)CC1)c1cn(-c2ccccc2)nc1-c1ccccc1 | -4.9% | -8.3% | ? | -10.7% | -0.1% | -7.1% | 6.9% | 6.2%

Later entries
SMILES | aGlu spleen mod | GAA glycogen | GAA inhib | SMN2 splice up | GLA spleen mod | KDM4E inh | ALDH1A1 inh | GoLoco inh red
CN(C)C(CNc1ccc([N+](=O)[O-])cc1C#N)c1ccccc1 (configuration not stated) | 2.6% | -1.7% | -10.2% | nt | 0.3% | -0.2% | -0.2% | 5.3%
N=c1c(C(=O)NCc2ccc3c(c2)OCO3)cc2c(=O)n3ccccc3nc2n1Cc1cccnc1 | 0.6% | 3.0% | 4.3% | 25.4% | 10.0% | ? | ? | 9.1%
CC1=CC=CC2=NC(=O)CC(C)(C(=O)O)N12 (configuration not stated) | 12.3% | 11.9% | ? | nt | ? | ? | ? | 3.8%
O=C(/C=C/c1ccccc1Cl)c1ccc[nH]1 | 3.1% | 9.7% | -9.1% | 19.1% | -3.4% | -13.1% | -4.6% | 4.4%
CCc1cccc(CC)c1NC(=S)NCc1ccc2[nH]c(C)cc2c1 | -2.1% | -16.6% | -1.9%[15.4 µM] | -56.9%[inhibitor] | 3.5% | -10.7% | -5.7% | 5.5%
Cc1ccc(NC(=O)CCc2nc3ccccc3s2)c(O)c1 | -4.2% | ? | 11.5% | -8.4% | -4.2% | -9.3% | -1.6% | 5.4%
COc1ccc(C(=O)NCCSc2ccccc2)cc1 | -6.8% | -3.8% | -3.5% | 2.82µM* | -0.6% | 4.0% | ? | 9.1%
O=C(c1n[nH]c(=O)c2ccccc12)N1CCN(C2c3ccccc3-c3ccccc32)CC1 | 0.0% | 4.6% | ? | -14.9% | 4.8% | 0.9% | 5.6% | -4.6%
COc1ccc(C2C(=O)N(C3CCCCC3)CC(=O)N2C2CCCC2)cc1 (configuration not stated) | -3.5% | 4.6% | 10.2% | 1.4% | 12.0% | -2.3% | 4.6% | 7.1%
CCCCC(=O)N/N=C(\C)c1cccc(NC(=O)C2CC2)c1 | 0.0% | -8.2% | -1.4% | -7.5% | 2.2% | -1.6% | 8.0% | -1.4%
NS(=O)(=O)c1ccc(NC(=O)Nc2ccc(Cl)cc2)cc1 | -0.9% | 3.1% | -27.9% | 15.0% | -0.3% | 0.1% | -4.7% | -2.5%
C(=N\N1CCN(c2ccccn2)CC1)/c1cccc2ccccc12 | 1.4% | -26.6% | nt | nt | -10.3% | -0.4% | nt | 0.3%
Cc1cc(C)nc(Nc2nc3ccccc3o2)n1 | -1.2% | -14.8% | nt | nt | -2.4% | -6.9% | nt | -4.7%
